Source: PubChem (several laboratories)
MOR-DOR ag – agonists of OPRM1-OPRD1 heterodimerization, primary screen, cell-based, luminescence | activation, % at 9.3 µM | Mu-type opioid receptor (Homo sapiens) + Delta-type opioid receptor (Homo sapiens), … | AID 504326, 2011 | 340,000 tested, 0.3% active | cells; in the data active = activation above about 18%;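 note: 0% = vehicle-treated cells and 100% = reference agonist; values of inactives mirror those of a sister screen read the other way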
Target sequence (P35372 whole entry, looked up): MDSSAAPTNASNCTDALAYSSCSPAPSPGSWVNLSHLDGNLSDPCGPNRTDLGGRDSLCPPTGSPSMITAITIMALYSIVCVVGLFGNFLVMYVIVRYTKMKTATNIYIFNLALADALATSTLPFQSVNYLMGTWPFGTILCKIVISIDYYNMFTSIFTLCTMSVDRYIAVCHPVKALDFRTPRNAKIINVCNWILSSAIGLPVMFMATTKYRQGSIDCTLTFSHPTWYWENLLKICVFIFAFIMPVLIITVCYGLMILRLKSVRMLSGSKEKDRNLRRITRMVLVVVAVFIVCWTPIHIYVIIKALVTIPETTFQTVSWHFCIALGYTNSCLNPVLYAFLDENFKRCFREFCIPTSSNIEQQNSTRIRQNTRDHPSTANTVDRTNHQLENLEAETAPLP
Target sequence (P41143 whole entry, looked up): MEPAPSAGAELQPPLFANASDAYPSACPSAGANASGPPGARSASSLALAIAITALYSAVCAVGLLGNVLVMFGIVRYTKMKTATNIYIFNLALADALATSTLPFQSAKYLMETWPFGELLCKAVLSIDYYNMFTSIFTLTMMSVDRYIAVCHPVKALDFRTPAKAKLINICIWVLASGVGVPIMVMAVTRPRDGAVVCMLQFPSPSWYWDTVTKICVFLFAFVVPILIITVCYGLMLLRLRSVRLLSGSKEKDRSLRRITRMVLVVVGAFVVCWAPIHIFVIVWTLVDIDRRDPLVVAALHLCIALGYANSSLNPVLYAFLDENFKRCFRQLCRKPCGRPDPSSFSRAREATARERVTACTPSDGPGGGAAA
HTR5A inv ctr – HTR5A inverse agonists in luminescence cell assay, primary screen, counter-screen for OPRM1-OPRD1 heterodimer inverse agonist project, full-deck HTS | HTR5A cell line, inverse agonism | inhibition, % at 9.3 µM | 340,000 tested, 0.083% active | 5-hydroxytryptamine receptor 5A (Homo sapiens), P47898; in the data active = inhibition mostly above about 23%, no sharp cut-off; inactive = mostly below about 18%;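 note: 0% = cells with DMSO and 100% = no-cell wells with DMSO; some compounds called inactive have numbers as strong as hits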
PKA-R1A act – activators of PKA-R1A holoenzyme, primary screen, biochemical, fluorescence polarization, Cy5-IP20, bovine R1A, mouse PKAc. activation, % at 11.4 µM. 340,000 tested, 0.083% active. PKA-R1A dissociation; scaled: DMSO 0%, 113 µM cGMP 100%. cAMP-dependent protein kinase type I-alpha regulatory subunit (Bos taurus) + …. AID 504707, 2011;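 active = percent activation above the mean of all tested compounds plus 3 SD, cut at about 19% in these data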;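 note: higher means more PKAc released from R1A so a rise in polarization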
phage Ecoli inh – growth loss of phage-infected E. coli, primary screen, RecBCD inhibitor project, absorbance, with phage, HTS; inhibition, % at 11.9 µM; 360,000 tested, 0.26% active; in the data active = inhibition above about 11%
AddAB inh – growth inhibition of E. coli expressing H. pylori AddAB, primary screen, AddAB inhibitor project, absorbance; inhibition, % at 11.9 µM; 330,000 tested, 0.29% active; AID 435030, 2010; in the data active = inhibition above about 12%;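 note: 0% = vehicle wells of infected cells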
MOR-DOR inv ag – inverse agonists of MOR-DOR heterodimerization, primary screen, cell-based, luminescence; 340,000 tested, 0.21% active; AID 504357, 2011; Mu-type opioid receptor (Homo sapiens) + Delta-type opioid receptor (Homo sapiens), …; cell-based MOR-DOR heterodimer luminescence, inverse agonism; inhibition, % at 9.3 µM; in the data active = inhibition above about 22%, passing the limit was not always enough;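 note: 0% = cells with DMSO and 100% = wells without cells with DMSO; values of inactives mirror those of a sister screen read the other way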
Ecoli viability – E. coli V3065 growth inhibition, primary screen, counter-screen for AddAB inhibitor project, absorbance, OD600. 18 h. inhibition, % at 11.9 µM. 330,000 tested, 0.27% active;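 active = inhibition above the campaign's mean inhibition across all tested compounds plus 3 SD, cut at about 9.9% in these data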;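 note: uninfected addAB+ strain grown without phage in ampicillin broth; 0% = DMSO wells and 100% = ciprofloxacin 0.95 µg/ml wells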
Pemphigus Ab inh – inhibitors of pemphigus antibody binding to DSG3, primary screen, biochemical, bead-based, flow cytometry, scFv-GFP; Desmoglein-3 (Homo sapiens), P32926; DSG3-coupled beads, scFv-anti-DSG3-GFP binding; stronger effect = lower value; binding (percent of control), % at 10 µM; 310,000 tested, 0.48% active;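 active = binding more than 3 SD below its plate's average and above zero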;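 note: hits lower antibody fragment binding to DSG3; some compounds called inactive have numbers as strong as hits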
HTR5A ag ctr – HTR5A agonists in luminescence cell assay, primary screen, counter-screen for OPRM1-OPRD1 heterodimer agonist project, full-deck HTS; 340,000 tested, 0.61% active; 5-hydroxytryptamine receptor 5A (Homo sapiens), P47898; activation, % at 9.3 µM; AID 504692, 2011; cell-based; in the data active = activation mostly above about 9.5%, no sharp cut-off; inactive = mostly below about 7.6%;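 note: 0% = cells with vehicle only and 100% = reference agonist; strong numbers were not always called active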
Mot1-301 SUMO – yeast Mot1-301 growth rescue at high temperature, primary screen, SUMOylation pathway inhibitor project, S. cerevisiae, ATP luminescence, 38.5C | S. cerevisiae Mot1-301 growth rescue; percent above DMSO median, 100 means doubled | growth rescue, % at 18.8 µM | 320,000 tested, 1% active | AID 2716, 2010;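 active = every valid replicate shows activation above 250% relative to neutral control wells; inactive = the rest, any valid replicate at or below 250%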;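 note: OY570 slx delta 5 strain wells were the positive control but not used for scaling; some compounds called inactive have numbers as strong as hits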
PfHsp90 yeast 2 – growth inhibition of PfHsp90-expressing yeast, primary screen, antimalarial PfHsp90 inhibitor project, S. cerevisiae, BacTiter-Glo luminescence, single point, set 2 | BacTiter-Glo ATP, 48 h; yeast lacking PDR1 and PDR3 efflux regulators | inhibition, % at 9.4 µM | 310,000 tested, 0.32% active | AID 504621, 2011;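 active = every replicate shows inhibition above about 80%, whatever the replicate mean, limit read from the data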;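 note: 0% = DMSO neutral controls and 100% = 20 µM radicicol positive controls; yeast relying on Plasmodium falciparum Hsp90 in place of its own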
Starred values were filed as active, the others as inactive; x = not tested or not shown.

structure,phage Ecoli inh,Ecoli viability,PfHsp90 yeast 2,HTR5A inv ctr,HTR5A ag ctr,AddAB inh,MOR-DOR ag,MOR-DOR inv ag,PKA-R1A act,Pemphigus Ab inh,Mot1-301 SUMO
CCOC(=O)/C(C#N)=C/c1cn(CCC(=O)O)nc1-c1cccc(Br)c1,2.0,-0.2,9.3,-37.5,2.8,3.7,-1.1,5.8,-3.5,96.4,8.2
CC(=O)Nc1ccc(-c2csc(NCc3ccco3)n2)cc1,2.9,-0.1,-32.0,-11.7,4.6,0.3,0.4,-2.2,2.1,79.0,-6.1
O=C1CC(c2ccccc2)CN1Cc1ccccc1 (stereo not given),2.5,0.8,-15.6,-1.8,0.6,-1.0,-1.5,7.9,5.0,96.7,8.1
CC(NC(=O)c1ccccc1SCC(=O)N1CCCC1)c1ccc(F)cc1 (stereo not given),-0.7,-0.4,-7.4,-12.0,0.7,-0.1,-1.4,7.5,-9.6,103.0,-2.4
CC(C)(C)N(Cc1ccccc1)C(=O)COC(=O)CNC(=O)c1ccco1,-0.8,-1.1,-10.3,0.4,-0.2,-2.3,-2.1,11.4,-5.0,111.7,-21.0
Nc1nc(Cl)cc(Sc2ccc3ccccc3c2)n1,4.4,0.0,x,-6.9,2.1,3.0,0.6,-2.6,8.6,95.6,-1.7
CC(=O)N1CCN(C(=O)c2ccc(S(=O)(=O)Nc3ccccc3C)cc2)CC1,3.3,1.7,5.0,2.1,-0.8,4.2,-1.6,8.4,-1.0,103.5,-7.3
COc1ccc(CC(=O)Nc2cc(Cl)ccc2O)cc1,3.6,3.7,-38.1,-22.6,8.6,4.2,3.0,-18.7,-10.1,88.5,2.2
COCCN(C(=O)C(C)C)c1nnc(-c2ccc(C(C)(C)C)cc2)s1,-4.6,-0.3,-3.5,2.5,-1.0,2.2,-0.9,4.1,-1.8,117.0,-16.6
Cc1ccc(-c2nc(CS(=O)(=O)CC(=O)NC3CC3)c(C)o2)cc1,2.9,0.0,7.0,29.8,-2.1,5.4,-3.5,17.8,6.6,56.0,6.6
O=C(Nc1nc2c(s1)CN(Cc1ccccc1)CC2)c1c(F)cccc1F,2.5,-0.8,28.7,8.9,9.6,4.3,1.5,-7.3,-1.8,117.1,0.6
COc1ccccc1NC(=O)COC(=O)C1=NN(c2ccccc2)C(=O)CC1,3.6,-0.4,x,-16.8,4.7,-1.1,-2.1,11.0,1.4,94.5,2.3
CCOC(=O)N1CCN(Cc2nc3c(c(=O)[nH]c(=O)n3C)n2Cc2cc(C)ccc2C)CC1,x,-1.9,16.9,-2.2,-1.6,0.9,-2.9,15.7,3.4,x,-15.8
CC(C)[C@H](NC(=O)OC(C)(C)C)C(=O)N/N=C/c1ccc2nccnc2c1,3.5,-0.4,12.2,-10.2,1.2,-0.9,-2.9,14.3,-3.4,x,19.5
CCN(CC)c1ccc(/C=N/NC(=O)c2cccc(N3CCCC3=O)c2)cc1,3.1,-0.1,13.3,-1.5,0.5,-2.0,-2.2,12.5,-7.5,102.4,-23.4
COCCNC(=O)c1ccc(-n2c(SCc3cc(F)ccc3F)nc3ccccc3c2=O)cc1,0.8,-0.1,-3.2,0.2,1.4,0.3,-1.5,7.8,-11.2,84.9,7.9
CCOC(=O)/C(=C/Nc1ccc(F)c(F)c1)[N+](=O)[O-],x,-1.0,-3.8,-1.5,-1.8,1.9,0.7,-3.6,-4.6,108.7,-4.5
N#CC(=Cc1ccncc1)c1ccccc1,2.1,x,2.6,2.3,-0.6,x,-2.3,10.0,-2.5,100.1,x
CC(/C=C1\SC(=S)N(CCC(=O)Nc2cccc(C(=O)O)c2)C1=O)=C\c1ccccc1,0.5,-1.2,8.0,15.2,-5.4,0.3,-0.8,4.5,8.1,105.7,27.4
NC(=O)c1cc2ccccc2o/c1=N/NC(=O)c1ccccc1,-0.6,0.2,-5.9,-15.0,4.0,0.5,-2.2,10.8,0.4,96.5,-11.2
O=C(CNC(=O)c1ccco1)NCC(c1ccco1)N1CCCCC1 (stereo not given),-1.9,-3.7,-14.0,13.3,-5.4,-0.8,0.1,-0.5,-11.5,x,9.0
COC(=O)c1cc(C)sc1NC(=O)C1CC=CCC1C(=O)O (stereo not given),2.7,-0.6,-18.2,-0.4,-2.3,0.9,-0.2,0.9,-1.9,106.3,-8.1
COc1cc(/C=N/NC(=S)NC2CC3CCC2C3)ccc1O (stereo not given),2.7,-1.3,-1.8,1.9,-0.7,0.1,1.4,-7.0,-3.5,x,-13.0
O=C(OCc1c(Cl)cccc1Cl)c1ccccn1,2.8,1.3,-42.8,8.2,-2.9,1.8,-2.7,14.4,-2.1,100.8,x
CN1C(=O)CSc2ccc(NC(=O)NCc3ccc(F)cc3)cc21,1.6,0.6,5.8,8.1,-3.0,2.0,1.1,-7.7,-6.5,101.7,-6.9
COc1ccc(-c2csc(NC(=O)CSCC(=O)Nc3cc(C)on3)n2)cc1OC,0.5,2.1,12.1,-0.7,-2.1,0.5,0.5,-2.9,0.9,95.5,-21.4
O=C(CCCn1c(=O)c2cccn2c2cccnc21)N1CCN(c2ccccc2F)CC1,0.2,1.7,3.8,-3.6,1.3,2.6,-1.0,5.3,-13.9,98.5,-2.1
Cn1ncc(Cl)c1C(=O)N1CCN(c2ncccn2)CC1,4.1,3.1,-12.6,-5.5,-1.3,3.5,-1.7,11.4,-16.4,105.0,-24.5
CCOC(=O)N1CCC(Nc2c(Nc3ccc(F)cc3)c(=O)c2=O)CC1,0.0,-2.7,-124.0,1.7,-0.6,1.8,-2.0,12.1,-2.5,105.3,5.5
CC(NC(=O)Cc1cccs1)C(c1cccs1)N1CCN(c2ccccc2)CC1 (stereo not given),-0.6,-0.9,-6.1,-3.2,0.8,-0.5,2.7,-15.7,-11.9,98.2,-1.5
CCOc1ccc(-n2c(=O)c3sccc3n(Cc3cccc([N+](=O)[O-])c3)c2=O)cc1,1.3,-2.1,2.2,18.2,6.0,-1.1,-2.6,13.9,1.5,100.1,9.4
CCc1cccc(NC(=O)Cn2c(=O)n(CCC(=O)NCC3CCCO3)c(=O)c3cc(OC)c(OC)cc32)c1 (stereo not given),0.2,-1.5,-3.8,-7.5,3.1,0.5,-1.8,11.4,2.5,100.8,4.6
O=C(NC1CC1)c1cc(=O)c2ccccc2o1,2.9,-0.7,-4.8,19.9,4.0,2.5,0.2,-0.9,4.1,95.6,5.6
O=C(c1ccco1)N1CCN(c2ncnc3c2oc2ccccc23)CC1,0.3,-1.5,4.2,5.2,1.3,-0.3,-1.9,11.1,4.7,102.4,-1.1
O=C(NCc1ccccn1)c1cc(-c2ccccc2Cl)nc2ccccc12,2.9,0.3,-4.1,-11.8,-0.1,-0.7,-1.9,10.3,-0.1,94.6,2.5
COc1ccc(Nc2nc(N)nc(CN3CCC(C)CC3)n2)cc1,0.7,-3.8,2.1,6.4,-2.5,-1.8,-1.4,6.5,-2.8,95.5,x
Cc1c(NC(=O)c2ccc3c(c2)C(=O)N(CC2CCCO2)C3=O)cccc1C(=O)O (stereo not given),1.3,-0.3,-39.0,-10.1,10.4*,1.0,-0.5,2.8,-1.1,103.7,87.6
CCN(Cc1ccccc1)C(c1ccc(C(F)(F)F)cc1)c1nnnn1C(C)(C)C (stereo not given),4.5,-0.4,-18.8,-8.1,2.9,1.8,0.9,-4.9,-2.4,103.6,-8.7
COc1cc(F)ccc1S(=O)(=O)NCc1cccnc1,0.6,0.6,11.7,-1.9,0.5,3.9,-2.7,12.7,-4.1,95.5,-16.2
O=S(=O)(c1cccs1)n1cccn1,2.9,0.7,-28.9,-17.1,5.5,2.6,-1.2,6.4,-0.3,99.6,-6.9
COc1ccc(-c2cc([C@H]3[C@@H]4C=CCC[C@@]4(C)C(=O)N3Cc3ccccc3)ccc2F)cc1,2.2,-1.0,-23.0,-14.0,0.4,1.6,2.0,-10.8,0.7,101.5,-15.0
O=C(COC(=O)Cc1cccc2ccccc12)Nc1ccccc1-c1ccccc1,4.9,-0.8,-27.7,16.9,-6.5,0.8,1.7,-8.4,-6.6,102.7,3.8
c1ccc(-c2nc3ccccc3c3nc4ccccc4n23)cc1,2.4,0.6,-8.5,22.0,5.6,0.5,-1.6,8.5,6.2,126.9,9.7
CCC(=O)N1CCc2cc(S(=O)(=O)NC(C(=O)NC3CCCc4ccccc43)C(C)C)ccc21 (stereo not given),0.6,-1.4,-0.6,15.2,4.1,-4.4,14.8,-79.0,1.8,112.5,x
O=C1C2C(c3ccccc3)(C(=O)N1c1ccc(Cl)cc1)C2(c1ccccc1)c1ccccc1 (stereo not given),3.6,-0.6,14.3,3.9,-0.2,4.5,4.3,-24.1,9.4,106.9,-22.2
COc1cc(Cl)c(CN2CCCC(CO)(Cc3ccccc3)C2)cc1OC (stereo not given),-1.8,1.5,9.3,-0.9,-0.7,-1.2,2.8,-15.5,-2.8,111.8,-15.4
CC(C)(C)S(=O)N1Cc2cn(Cc3ccccc3)c(=O)cc2[C@@H]1CCO (stereo not given in full),0.7,x,4.5,11.7,-3.4,x,-1.9,8.8,-2.3,92.5,x
COc1cc(N2C(=O)C=CC2=O)ccc1N1C(=O)C=CC1=O,4.2,x,30.2,18.2,-4.7,x,-1.5,7.5,-2.0,86.5,x
O=C(CC(c1ccccc1)c1ccccc1)Nc1ccc2c(c1)OCCO2,1.2,-1.9,0.3,14.2,6.5,0.7,-1.4,7.9,-11.2,91.8,6.5
Cc1c(Cl)cccc1NC(=O)CCN1CCCCCC1,2.2,0.0,-3.1,-3.7,-5.1,0.7,-1.6,9.0,8.2,110.5,-1.4
COc1ccccc1NC(=O)COn1nnc2ccc(S(=O)(=O)N3CCOCC3)cc21,3.0,-3.5,-22.6,-9.9,3.7,-0.6,-2.7,13.3,0.1,77.1,8.0

Outcome played no part in choosing rows; any-hit rate near 3.2%.
